# Bioassay records as filed in PubChem.
# PDI inh: blocks human protein disulfide isomerase activity | actives 0.052% (n = 350,000) | P07237 | inhibition, % at 10 µM | PDI insulin aggregation turbidity, A650, 90 min;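 active = mean inhibition across replicates of 30% or more, whatever share of single replicates reach that level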;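 also: absorbance from insulin aggregation driven by PDI reduction with DTT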
# Target sequence (P07237 whole entry, looked up): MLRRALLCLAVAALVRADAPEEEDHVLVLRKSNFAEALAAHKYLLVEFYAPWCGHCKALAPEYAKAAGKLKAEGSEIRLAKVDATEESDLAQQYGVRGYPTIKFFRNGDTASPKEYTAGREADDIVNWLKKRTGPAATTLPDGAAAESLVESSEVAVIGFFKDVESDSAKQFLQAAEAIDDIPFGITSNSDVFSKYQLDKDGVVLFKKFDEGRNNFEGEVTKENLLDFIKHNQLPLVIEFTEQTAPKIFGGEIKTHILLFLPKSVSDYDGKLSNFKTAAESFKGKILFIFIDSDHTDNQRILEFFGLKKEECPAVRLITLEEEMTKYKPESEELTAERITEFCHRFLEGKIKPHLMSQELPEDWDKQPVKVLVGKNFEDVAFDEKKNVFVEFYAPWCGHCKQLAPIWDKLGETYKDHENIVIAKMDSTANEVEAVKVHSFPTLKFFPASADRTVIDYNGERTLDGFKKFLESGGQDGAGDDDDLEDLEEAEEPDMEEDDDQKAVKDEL
# aDG glyco act: increases alpha dystroglycan glycosylation; activation, % at 10 µM; actives 0.22% (n = 360,000); Pro5-aDG cells, alpha-DG glycosylation AlphaScreen (IIH6); 0% Pro5, 100% B10-LARGE cell signal; AID 624168;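 active = activation of at least 8% versus controls, or a plate z-score of at least 8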;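 also: Pro5 are CHO cells carrying HIG-tagged alpha-DG that lacks glycosylation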
# Cardio protect: modulators protecting cardiomyocytes from myocardial damage. H9c2 cardiomyocytes, H2O2 injury protection, ATPLite, 2 h. protection from H2O2 cell death, % at 20 µM. actives 0.63% (n = 360,000). AID 588492;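 active = compounds giving at least 50% protection of heart cells from peroxide-induced death in the single-dose screen, raw or plate-pattern-corrected value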;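 also: 0% = DMSO wells with peroxide and 100% = DMSO wells without peroxide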
# m5-HT2A agonist: mouse HTR2A agonism via beta-arrestin recruitment | activation, % at 7.6 µM | P35363 | actives 0.66% (n = 360,000) | CHO-K1 mHTR2A beta-arrestin complementation, luminescence; percent of 30 µM serotonin response | AID 624169;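 active = activation above a run cutoff, the mean activation of all tested compounds plus 3 SD, cut at about 14% in these data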;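 also: 0% = plate median of compound wells and 100% = 30 µM serotonin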
# Target sequence (P35363 whole entry, looked up): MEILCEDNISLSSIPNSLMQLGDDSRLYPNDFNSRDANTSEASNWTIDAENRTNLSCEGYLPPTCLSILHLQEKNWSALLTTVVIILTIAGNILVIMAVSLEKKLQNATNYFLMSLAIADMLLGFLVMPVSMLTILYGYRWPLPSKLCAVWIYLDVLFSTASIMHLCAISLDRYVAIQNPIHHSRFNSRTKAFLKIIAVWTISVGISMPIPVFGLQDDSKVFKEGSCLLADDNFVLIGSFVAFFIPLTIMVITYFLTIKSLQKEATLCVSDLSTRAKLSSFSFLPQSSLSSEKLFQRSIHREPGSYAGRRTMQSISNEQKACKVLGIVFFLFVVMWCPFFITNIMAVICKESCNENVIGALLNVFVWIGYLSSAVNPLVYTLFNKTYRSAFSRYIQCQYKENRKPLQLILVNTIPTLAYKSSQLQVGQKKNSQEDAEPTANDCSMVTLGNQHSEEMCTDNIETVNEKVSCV
# Granule exo inh: lytic granule exocytosis inhibition; actives 0.66% (n = 360,000); TALL-104 LAMP-1 surface exposure, flow cytometry; cells stimulated with thapsigargin and PMA; AID 651702; inhibition, % at 10 µM;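 active = inhibition above about 55%, limit read from the data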
# N-glyco inh: N-linked glycosylation inhibition | D54 ERlucT glycosylation luciferase reporter, 24 h; percent of 100 nM tunicamycin response | reporter increase, % at 12.5 µM | actives 0.23% (n = 360,000);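 active = mean luciferase reporter signal, scaled so untreated is 0 and the glycosylation-blocking control 100, at or above a set limit in every replicate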;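 also: luciferase carries N-glycosylation sites so blocking glycosylation raises the light; 0% = median of neutral control wells and 100% = median of 100 nM tunicamycin wells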
# iPSC survival up: enhancers of human iPSC single-cell survival. AID 602274. actives 0.044% (n = 360,000). hiPSC single-cell survival, ATPlite luminescence; 100% = ROCK inhibitor wells, 0% = DMSO. survival enhancement, % at 20 µM; in the data active = survival enhancement above about 18%;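 also: cells exposed to compounds for 16 hours before the ATP read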
# CaV13 FRET inh: Primary screen for inhibitors of IQ motif and Ca2+-dependent inactivation inhibitor domain binding in CACNA1D, Förster resonance energy transfer in living cells, …; actives 0.098% (n = 340,000); HEK cells, CFP/YFP FRET ICDI-IQ, plate reader, 10 min; percent FRET-ratio fall versus neutral wells; inhibition, % at 12.3 µM; AID 743397;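 active = mean replicate inhibition of at least 30% and at least 1% of replicates passing that level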;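 also: 0% = median of the neutral control wells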
# Vif inh: inhibitors of HIV Vif; inhibition, % at 7.49 µM; AID 602346; HEK293T cells, Vif self-association by quenched fluorescence, imaging, 24 h; actives 0.35% (n = 340,000); in the data active = inhibition above about 50%, passing the limit was not always enough; also: some results filed as inactive read as strong as hits
# ABCB6 inh MLPCN: human ABCB6 transporter inhibition. K562-ABCB6 porphyrin accumulation, flow cytometry, 1 h; hits give low values. actives 0.19% (n = 360,000). fluorescence ratio to DMSO, % at 10 µM. Q9NP58;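 active = fluorescence ratio to DMSO below 75%, the collection mean minus 3 SD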;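 also: signal is porphyrin accumulated inside mitochondria; 100% equals median channel fluorescence of DMSO control wells; lower ratio means ABCB6 inhibition with less porphyrin fluorescence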
# An asterisk follows results filed as active; . = no result given.
SMILES	PDI inh	aDG glyco act	Cardio protect	m5-HT2A agonist	Granule exo inh	N-glyco inh	iPSC survival up	CaV13 FRET inh	Vif inh	ABCB6 inh MLPCN
O=C(CN1C(=O)C(=O)c2ccccc21)c1ccc(Cl)cc1	11	1.1	-9	3	63*	4	-0.6	-20	-3	98
O=C(/C=C/c1ccc(Br)cc1)NC(=S)N1CCOCC1	0	-0.4	-4	1	4	-1	1.1	-2	8	103
O=C(O)/C=C/c1cn(Cc2ccccc2)nc1-c1cccs1	7	-0.2	2	0	0	0	-0.3	-5	-6	101
Cc1cc(C(=O)N/N=C/c2ccc[nH]2)no1	-13	-0.2	-2	-3	-1	1	6.8	-4	-3	98
O=C(COC(=O)c1ccc(OC(F)(F)F)cc1)Nc1ncccn1	1	-0.2	2	2	15	-1	-0.7	-2	25	98
CCCC1(C(=O)O)NC(c2ccccc2O)C2C(=O)N(Cc3ccccc3)C(=O)C21 (stereo not given)	3	0.1	-2	-6	3	0	-1.8	-8	6	98
COC(=O)CCC(=O)Nc1nnc(C(F)(F)F)s1	6	0.0	-4	-2	-3	-1	-1.3	-4	12	121
Cc1ccc(NC(=O)C2CC(=O)NC(N3CCCCC3)=N2)cc1Cl (stereo not given)	-2	-0.1	-10	-1	-2	.	-0.7	-5	.	94
CCOC(=O)c1ccc(NC(=O)c2cn(CCC#N)nc2-c2ccc3c(c2)OCCO3)cc1	-8	0.0	4	-2	-3	-3	-0.8	-3	-2	92
CCOc1ccc(S(=O)(=O)N(C)c2ccc(OCC(=O)NCC3CCCO3)cc2)cc1 (stereo not given)	4	-0.3	3	-4	-17	2	-0.7	-3	4	92
CN(C)S(=O)(=O)c1ccc(C(=O)NCc2nc3ccccc3s2)cc1	1	-0.2	-8	14	-17	0	0.1	-4	-3	97
COc1ccccc1N1CCN(C(=O)c2cc(C(=O)N3CCN(c4ccccc4OC)CC3)cc([N+](=O)[O-])c2)CC1	3	0.1	15	-1	3	3	-0.6	4	-2	96
COC(=O)c1ccc(NC(=O)C23CC4CC(C2)CC(n2cnc(Cl)n2)(C4)C3)cc1	-4	0.7	0	0	-3	6	7.0	-4	-7	97
Cc1cccc([C@@H]2C[C@H]3CN(Cc4cccc(Cl)c4)C(=O)[C@]34CCCN24)n1	12	-0.1	3	-4	-1	1	3.3	-5	-7	104
CC(=O)Nc1ccc(S(=O)(=O)NCc2nc(-c3ccc(C)cc3)no2)cc1	-13	-0.2	4	-4	-3	5	-0.2	-7	-9	94
COCC(=O)N(Cc1cc2cccc(C)c2[nH]c1=O)c1ccccc1	4	-0.3	3	1	5	0	-0.4	-19	3	97
COc1ccccc1OCc1ccc(C(=O)N2CCN(C)CC2)o1	-5	0.2	-6	-6	-3	-1	1.5	-4	-7	100
CN(C)S(=O)(=O)c1cccc(COC(=O)CN2CCCCCC2=O)c1	2	0.0	3	-5	10	0	-0.4	-5	3	104
O=C(NN1C(=O)/C(=C/c2cccs2)SC1=S)c1cccnc1	12	-0.1	4	-20	5	1	0.2	-12	-2	93
CC(=O)SC(C)CC(=O)Nc1ccccc1 (stereo not given)	-2	-0.3	-4	-3	1	4	2.5	-6	-1	86
CCc1ccc(NC(=O)Nc2c(C)n(C)n(-c3ccccc3)c2=O)cc1	-9	0.2	2	1	0	1	3.6	10	3	103
COc1ccc2nc(SCC(=O)/C(C#N)=C(\C)N)[nH]c2c1	-6	-0.1	5	2	-4	-10	0.4	-5	2	102
Cc1csc2c(=O)sc(NC(=O)c3ccc(F)cc3Cl)nc12	-4	-0.2	-6	0	-6	1	-0.3	-18	-2	103
Cc1cc(C)nc(NS(=O)(=O)c2ccc(N3Cc4ccccc4C3=O)cc2)n1	16	-0.6	-10	-6	0	0	0.5	-3	1	100
CC1(c2ccccc2)NC(=O)N(CC(=O)NCCN2C(=O)S/C(=C\c3cccnc3)C2=O)C1=O (stereo not given)	10	-0.1	-2	4	-2	0	-0.6	-2	31	101
COc1cccc(-c2nnc(SCc3nc4ccccc4[nH]3)n2N)c1	-2	0.1	-2	4	-14	1	-1.0	-7	10	101
COc1ccc(-n2c(SC(C)C(=O)N3CCOCC3)nc3ccccc3c2=O)cc1 (stereo not given)	1	0.2	6	-2	3	-2	1.1	-4	2	97
CCN(CCNC(=O)C1=C(C)C(=O)OC12CCC(C)CC2)c1ccccc1 (stereo not given)	-2	0.0	-1	-1	-1	-2	-0.5	2	-5	100
CC(=O)c1cccc(S(=O)(=O)N2CCC(C(=O)Oc3ccc(-c4nnco4)cc3)CC2)c1	-11	-0.2	30	5	3	3	5.0	-6	6	97
COc1ccc(C)cc1N(C)C(=O)Cc1c(C(=O)O)n(C)c2ccccc12	-41	0.0	-3	2	35	-1	-0.9	-2	-8	86

# Full records, looked up by structure. Values in the order: PDI inh	aDG glyco act	Cardio protect	m5-HT2A agonist	Granule exo inh	N-glyco inh	iPSC survival up	CaV13 FRET inh	Vif inh	ABCB6 inh MLPCN
# COc1ccccc1N1CCN(C(=O)c2cc(C(=O)N3CCN(c4ccccc4OC)CC3)cc([N+](=O)[O-])c2)CC1 is listed as 3	0.1	15	-1	3	3	-0.6	4	-2	96
# CC1(c2ccccc2)NC(=O)N(CC(=O)NCCN2C(=O)S/C(=C\c3cccnc3)C2=O)C1=O (stereo not given) is listed as 10	-0.1	-2	4	-2	0	-0.6	-2	31	101

# (further entries)
SMILES	PDI inh	aDG glyco act	Cardio protect	m5-HT2A agonist	Granule exo inh	N-glyco inh	iPSC survival up	CaV13 FRET inh	Vif inh	ABCB6 inh MLPCN
Cc1ccc(Cl)cc1N1CCN(C(=O)CCC(=O)O)CC1	2	-0.1	7	-1	6	-1	1.9	.	.	109
CC(C)(C)C(=O)N1CCC2CC1c1cc(-c3ccc4c(c3)OCO4)ccc12 (stereo not given)	.	-0.2	-13	-5	2	-1	2.0	-7	-2	97
O=C(CNC(=O)c1ccc(Cl)cc1)NCc1ccccn1	-12	-0.1	7	-3	6	1	1.1	-3	5	95
CCN(CC)CC(C)OC(=O)COc1ccc(OC)cc1 (stereo not given)	6	0.0	0	0	12	0	0.4	-6	18	100
O=C(C1=C[C@H](C2CC2)C[C@H](OCc2ccc(CO)cc2)O1)N1CCN(Cc2ccc3c(c2)OCO3)CC1	2	-0.2	9	-23	8	0	0.1	-7	-15	90
COc1cc(OC)cc(C(=O)N[C@H](C(=O)NC23CC4CC(CC(C4)C2)C3)C(C)C)c1	-13	-0.2	18	0	3	-1	-4.8	-4	9	95
O=C(Nc1cccc2ccccc12)c1ccc2sc([C@@H]3O[C@H](CO)[C@H](O)[C@H](O)[C@H]3O)nc2c1	-8	-0.4	-2	1	-9	0	1.9	-10	-7	98
O=C(c1c[nH]c(C(=O)N2CCN(c3ccccc3F)CC2)c1)c1cccc(Cl)c1Cl	1	0.8	-9	-2	6	6	-1.4	3	7	99
O=C(Nc1cccc(O)c1)c1cc(S(=O)(=O)N2CCCC2)ccc1Cl	-13	0.0	-12	1	-2	-2	-1.3	-6	-6	94
O=C(CNc1ccc(Br)cc1)NC(=O)NC1CCCCC1	-2	0.0	-3	2	2	0	0.1	-4	-3	100
CCCCNC(=O)CCCN1C(=O)c2cccnc2Sc2ccccc21	2	-0.1	14	5	2	0	-0.3	-17	-1	100
CCOC(=O)CN1C(=O)C(=O)N(Cc2cccc(C)c2)C1=O	-10	0.0	1	6	-3	3	0.4	-3	13	96
CCCN(CC(=O)Nc1ccc(Cl)cc1Cl)C(=O)/C=C/c1cc(OC)ccc1OC	17	0.1	0	0	9	1	-0.6	-5	-4	104
CCOC(=O)Cn1c(=NC(=O)CC)sc2c(C)cc(C)cc21	8	0.1	-4	-4	0	0	-0.2	-4	-6	97
O=C(CN1CCN(Cc2cccc(C(F)(F)F)c2)CC1)NCC(=O)Nc1ccc(F)c(F)c1F	0	-0.1	-7	0	-2	0	-0.9	-3	-11	98
CCN(CC)c1ccc(-n2c(C)cc(C=O)c2C)cc1	-3	0.7	-24	-7	6	-4	-0.3	-1	2	92
O=C(CCC(=O)OCc1ccc(Cl)cc1)Nc1ccccc1	-15	0.4	2	-3	2	0	0.4	-3	12	98
OC1(c2ccc(F)cc2)CN(c2ccccc2)C2=[N+]1CCS2 (stereo not given)	-9	-0.1	-2	-2	2	-4	2.0	-2	-3	101
Cc1ccc(N2CCN(S(=O)(=O)c3c(C)nc4sccn4c3=O)CC2C)cc1 (stereo not given)	.	-0.5	-7	-2	-3	0	-2.5	-7	-13	101
O=C(COC(=O)Cc1ccc(Cl)cc1Cl)NCc1ccccc1	8	-0.2	3	3	-5	2	2.0	-7	3	100
O=C(OCC(=O)c1ccc(Cl)s1)c1ccc2ccccc2n1	-19	-0.2	3	5	1	1	-1.0	-4	-2	107
C=CC[C@@H](CC(=O)N[C@@H](CO)Cc1ccccc1)C(=O)N[C@@H](COC(=O)[C@@H](CC=C)CC(=O)OC(C)(C)C)Cc1c[nH]c2ccccc12	1	-0.2	4	3	7	-3	-2.7	-10	.	93
COc1ccccc1Nc1nnc(SCc2cc(=O)n3ccsc3n2)s1	0	-0.1	45	-4	-3	1	1.1	6	-3	98
O=C(NC(=O)c1cccc(Cl)c1)OC[C@@H]1CCCN2CCCCC12 (stereo not given in full)	6	-0.2	-20	-4	-4	1	0.1	-5	10	98
CCCCN1CC(=O)N2[C@@H]3c4cc(Br)ccc4OC[C@@H]3[C@H](C(=O)OCC)[C@]2(C)C1=O	5	0.0	-2	8	-3	4	6.5	.	-3	96
C[C@@]12C(=O)Nc3ccc(F)cc3C(=O)N1[C@H]1c3ccccc3OC[C@@H]1[C@@H]2c1ccccc1	-5	0.2	1	5	-1	11	0.6	.	0	98
O=C(NC1CCCCC1)N1CCN(Cc2nc3ccccc3c(=O)[nH]2)CC1	1	0.1	12	7	-3	0	-0.5	.	-5	94
Cc1c(NC(=O)c2ccc(-c3ccccc3)cc2)cccc1C(=O)O	-6	-0.1	-8	5	2	-11	-0.1	1	-1	95
COC(=O)C1(CC2CC(c3cccc(Br)c3)=NO2)CCN(C(=O)OC(C)(C)C)CC1 (stereo not given)	-4	0.3	-8	9	-3	6	0.7	-6	0	97
CC(C)NC(=O)NC(=O)CSc1ncccn1	-2	-0.3	3	-2	0	4	-0.4	0	-8	93
Clc1ccc(C2=NCCn3nc4ccccc4c32)cc1	-1	0.2	-7	-5	18	4	-0.9	-12	-3	98
NC(=O)NC(c1ccc(Cl)cc1)c1ccccc1Cl (stereo not given)	-3	0.1	-2	-3	0	-1	-0.2	4	-5	100
Cc1ccc(CNC(=O)C2CC(=O)N(C3CCCCCCC3)C2)cc1 (stereo not given)	10	0.1	6	5	-3	0	3.3	-5	1	101
Cc1cc(C)n(C(=O)CCCn2nc(C)c([N+](=O)[O-])c2C)n1	8	-0.2	0	4	5	2	0.7	-7	-4	101
Cc1cc(N)ccc1N=Nc1c(C)n(C)n(-c2ccccc2)c1=O	-9	-0.1	2	6	-4	3	-0.4	-4	-7	103
O=C(CCc1nnc(-c2ccsc2)o1)N1CCc2c(Cl)cccc2C1	1	-0.1	-4	7	-1	0	-1.8	-4	-13	104
CC(C)OCCCNC(=O)c1ccccc1NC(=O)C1=CSCCO1	17	0.2	-2	1	-4	3	0.6	-6	18	97
Cc1ccc(NCc2nnc(SCC(=O)O)n2Cc2ccccc2)cc1Cl	-7	-0.2	1	8	0	-1	2.0	6	6	92
